High-throughput results as filed in PubChem BioAssay.
TRAIL sens C8: sensitizes caspase-8 expressing cells to TRAIL; NB7+C8 cells + TRAIL, ATPlite viability luminescence; inhibition (viability loss, TRAIL sensitization), % at 10 µM; 360,000 compounds, 1% hits;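 active = compounds causing at least 50% loss of cell viability in the single-dose screen, relative to plate controls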
EBV LMP1 NFkB: Epstein-Barr LMP1 NF-kappaB reporter inhibition. 350,000 compounds, 0.69% hits. inhibition, % at 12.5 µM. AID 504558. LMP1-induced NF-kappaB luciferase reporter cells, luminescence; in the data active = inhibition above about 41%;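 note: 0% = neutral control wells and 100% = reference inhibitor control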
NR2E3 ag-1: activates human NR2E3 receptor | Q9Y5X4 | CHO-S Gal4-NCOR/VP16-NR2E3 two-hybrid, luciferase | inhibition of corepressor binding, % at 3.98 µM | 360,000 compounds, 0.35% hits | AID 602229;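 active = inhibition above the mean of all tested compounds plus 3 SD, cut at about 70% in these data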;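 note: 0% = DMSO with NR2E3 transfected cells and 100% = cells lacking NR2E3 construct; higher means lower luciferase signal from less NR2E3 corepressor binding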
Target sequence (Q9Y5X4 whole entry, looked up, the tested form may be a part): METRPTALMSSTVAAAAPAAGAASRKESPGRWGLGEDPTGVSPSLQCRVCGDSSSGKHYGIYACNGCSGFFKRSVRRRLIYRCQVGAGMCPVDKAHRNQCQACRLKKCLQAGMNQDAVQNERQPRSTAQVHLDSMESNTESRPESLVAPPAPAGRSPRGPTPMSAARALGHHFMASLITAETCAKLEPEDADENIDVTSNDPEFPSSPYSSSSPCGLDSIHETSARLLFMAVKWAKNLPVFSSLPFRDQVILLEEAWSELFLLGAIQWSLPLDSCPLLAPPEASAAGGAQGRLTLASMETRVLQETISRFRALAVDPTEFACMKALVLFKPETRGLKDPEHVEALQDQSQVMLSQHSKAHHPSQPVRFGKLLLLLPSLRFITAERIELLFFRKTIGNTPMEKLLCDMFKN
Shn3 inh set2: inhibitors of Schnurri-3 3'UTR reporter in osteoblasts; Clone20 osteoblast Shn3 3'UTR firefly luciferase, 24 h; inhibition, % at 12.5 µM; 360,000 compounds, 0.52% hits; AID 588674;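 active = mean inhibition of at least 75% with every replicate also reaching 75%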;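 note: 0% = median of neutral control wells and 100% = pilot-screen positive control compound; some compounds past the cut are filed as inactive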
iPSC survival up: enhancers of human iPSC single-cell survival; hiPSC single-cell survival, ATPlite luminescence; 100% = ROCK inhibitor wells, 0% = DMSO; survival enhancement, % at 20 µM; 360,000 compounds, 0.044% hits; in the data active = survival enhancement above about 18%;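 note: cells exposed to compounds for 16 hours before the ATP read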
CF NFkB inh: cystic fibrosis NF-kB activation inhibition | AID 588850 | inhibition, % at 5 µM | 360,000 compounds, 0.86% hits | KKLEB NF-kB-GFP reporter, PAF-induced, GFP fluorescence overnight;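 active = at least 50% inhibition at 5 µM, scaled per plate between neutral and stimulator controls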;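 note: PAF is a Pseudomonas aeruginosa culture filtrate used as stimulus; plate controls were PAF-stimulated DMSO wells for no effect and unstimulated DMSO wells for full effect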
KKLEB tox: CF airway cell cytotoxicity counter-screen | 360,000 compounds, 0.36% hits | activity change (cytotoxicity), % at 5 µM | AID 602141 | KKLEB CF airway cells viability, ATPlite luminescence, overnight; active compounds read low; cells stimulated with P. aeruginosa culture filtrate;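 active = corrected activity change at or below -50% at 5 µM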
NR2E3 ag-2: NR2E3 (human) agonism. Q9Y5X4. GST-NR2E3/biotin-RetCOR TR-FRET, 1536-well. inhibition of corepressor binding, % at 4.78 µM. 320,000 compounds, 0.12% hits. AID 2300;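 active = percent inhibition above the cutoff of mean plus 3 SD of all tested compounds, set per screening campaign, cut at about 20% in these data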;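 note: 0% = DMSO wells and 100% = biotin wells as full block of FRET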
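Material – GST-tagged NR2E3 plus biotinylated RetCOR corepressor · Quantity – NR2E3 fusion 1.35 nM · Times – 5 h incubation at 4 °C · Medium – pH 7.5 Tris-based buffer · Technique – TR-FRET, Eu(K)-anti-GST donor, streptavidin-D2 acceptor, ex 340, em 617/671 nm · Benchmarks – high control biotin, low control 0.6% DMSO · Format – 1536-well plates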
HIF-2a block: inhibitors of HIF-2a; 786-0 RCC cells HIF-2a reporter, luciferase luminescence, overnight; inhibition, % at 18.8 µM; 360,000 compounds, 0.72% hits; AID 624352;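 active = inhibition of the luminescence signal of 40% or more relative to plate controls, in a single-dose primary screen at 18.75 µM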
TRPM1 prom inh: reduces MITF-dependent TRPM1 promoter luciferase signal; SK-MEL-5 TRPM1 promoter luciferase, 24 h; inhibition, % at 12.5 µM; 330,000 compounds, 0.83% hits; AID 488899;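 active = mean inhibition across replicates of 60% or more, whatever share of single replicates reaches that level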; note: values of inactives mirror those of a sister screen read the other way
Peg3 prom inh: Peg3 promoter activity inhibition | HeLa PEG-Prom luciferase reporter, luminescence, overnight | inhibition, % at 20 µM | 360,000 compounds, 1.7% hits | AID 588405;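 active = inhibition of at least 50% at 20 µM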
* hit, by the source's call; . = no result given. Some of the compounds tested; the hit share may differ from the screen's.

No.	molecule	Peg3 prom inh	iPSC survival up	EBV LMP1 NFkB	TRAIL sens C8	NR2E3 ag-1	CF NFkB inh	KKLEB tox	HIF-2a block	NR2E3 ag-2	Shn3 inh set2	TRPM1 prom inh
1	O=C(COc1ccc2c(c1)oc(=O)c1ccccc12)NC(Cc1ccc(Cl)cc1)C(=O)O (stereo not given)	7	2.7	7	-7	-14	3	8	-1	-1	-3	8
2	CC1=CC(=C(C#N)C#N)C=C(C)N1Cc1ccc(Cl)cc1	5	-0.6	-8	-5	-2	-9	1	19	-2	-3	-3
3	COc1ccc2c(c1)OC[C@H]1[C@H]2N2C(=O)c3cc(OC)ccc3NC(=O)[C@@]2(C)[C@H]1c1ccccc1	30	1.9	37	-12	24	5	-30	33	5	23	17
4	O=C(O)c1ccc(NS(=O)(=O)c2ccc(C(=O)Nc3ccccc3)cc2)cc1	25	0.1	2	-35	-20	-9	22	11	-1	-8	0
5	CCOc1ccc(OCCC(=O)NNC(=O)c2ccncc2)cc1	-4	-0.5	2	-1	-32	2	6	6	1	-6	0
6	COc1ccc(Cl)cc1C(=O)Nc1ccc(NC(=O)C(C)C)cc1	-33	-0.7	-11	24	-15	-46	-10	-35	1	1	-6
7	CN(C)S(=O)(=O)c1cccc(COC(=O)c2cccnc2Cl)c1	-5	-0.3	8	-9	3	12	-12	15	-2	52	14
8	CCCN1CCN(C(=O)c2noc3c2COc2ccc(C)cc2-3)CC1	-50	1.3	-13	2	4	8	-9	-84	2	15	-5
9	COc1ccc(S(=O)(=O)N2CCC(Nc3ccccc3Cl)CC2)cc1	13	-0.3	-9	-9	0	-46	7	15	.	14	-19
10	CN1CCN(S(=O)(=O)c2ccc(NC(=S)NC(=O)C3CCC3)cc2)CC1	5	-1.1	8	-2	0	7	9	20	0	-11	-8
11	COc1ccc(-n2cnnc2SCc2cnc(-c3ccccc3)s2)cc1	-5	-0.5	8	6	-9	8	-6	4	1	1	8
12	COc1ccccc1OCCC(=O)OCC(=O)Nc1ccc(S(=O)(=O)N2CCOCC2)cc1	13	0.4	4	0	-2	9	-10	23	-4	17	-3
13	Cn1c(=O)[nH]c(=O)c2c1nc(N/N=C/c1cccnc1)n2Cc1ccc(Cl)cc1	-14	-0.5	.	3	-21	-46	0	17	1	0	.
14	CC(=O)Oc1ccc(C(=O)Cc2ccc3ccccc3n2)c(O)c1C	-299	-1.9	-5	43	-40	-26	11	-195	2	-86	-52
15	CCOc1cccc(C=NCCc2ccc(OC)c(OC)c2)c1O	1	-0.4	-5	-1	-26	-2	5	11	2	8	5
16	Nc1nc(N)nc(-c2cccc(Cl)c2)n1	-127	-2.1	-17	-10	-57	8	6	-134	0	-30	-45
17	NC(=O)c1ccc(NC(=O)COC(=O)CCC(=O)c2ccc(Cl)cc2)cc1	-8	2.3	-1	-4	-4	8	-2	10	2	3	-16
18	Cc1ccc(S(=O)(=O)N(C)C)cc1NC(=O)c1cc(=O)[nH]c2ccccc12	23	-0.6	-4	13	-6	15	-7	17	-1	.	10
19	COc1ccc(C(=O)C(C)C(C)=O)c(OCc2ccccc2)c1OC (stereo not given)	10	2.8	-21	0	18	11	-21	15	.	20	15
20	Cc1ccc2sc(C)cc(=O)c2c1	-14	-0.8	-16	-6	-25	0	-3	-14	.	-17	-15
21	CC(Sc1nn(-c2ccc(Cl)cc2)c(=S)s1)C(=O)NCC1CCCO1 (stereo not given)	0	0.1	0	2	14	-5	-3	4	-5	-25	-5
22	O=C(Nc1ccc(Br)cn1)C1CCCN1S(=O)(=O)c1ccccc1 (stereo not given)	-18	-5.5	11	8	28	-14	-6	0	3	2	-1
23	O=C(COC(=O)c1ccc([N+](=O)[O-])o1)NC12CC3CC(CC(C3)C1)C2	5	1.8	1	-6	-12	4	-14	9	.	-8	2
24	Cc1ccc(OCCn2c(=S)[nH]c3ccccc32)c(C(C)C)c1	19	0.3	-24	-1	22	0	-1	21	2	-12	17
25	CC1=C(C(=O)OC(C)C)C(c2cccc(F)c2)N2C(=O)C(C)SC2=N1 (stereo not given)	-7	-1.7	-4	-2	8	-1	1	-3	-2	15	-19
26	CC(=O)c1ccc(N2CCN(C(=O)CCS(=O)(=O)c3ccc4c(c3)CCN4C(C)=O)CC2)cc1	-17	0.0	-3	1	2	-9	-2	-12	-1	35	-2
27	O=C(N/N=C/c1ccco1)c1cc(-c2ccc3ccccc3c2)n[nH]1	-80	-0.7	1	22	-141	-13	-4	-55	6	-4	-9
28	Cc1cc[n+](-c2nc3ccccc3nc2[N-]S(=O)(=O)c2cccs2)cc1C	13	1.1	9	-9	-18	3	4	13	1	-2	-1
29	C=CCOc1ccccc1CN1CCC(n2nccc2NC(=O)C2CCOC2)CC1 (stereo not given)	13	-0.2	2	1	5	-19	0	12	1	7	-17
30	CCOC(=O)C1CCCN(C(=O)c2ccc(OC(C)=O)cc2)C1 (stereo not given)	9	0.2	-5	1	-1	-2	6	3	-6	-13	5
31	CC(=O)Nc1ccc(OCCOc2ccccc2C(C)=O)cc1	-6	-0.1	0	0	-10	13	2	-9	3	-16	5
32	Cc1ccc(NC(=S)c2ccc3ccccc3n2)c(C)c1	-252	0.2	-41	12	-63	-17	-9	-234	-1	-50	-27
33	COc1ccc(C(=O)N2CCN(C(=O)Cc3ccccc3)CC2)cc1	14	-0.9	0	0	3	4	7	1	0	3	13
34	CCCCn1c(N)c(N(CC)C(=O)c2ccccc2C)c(=O)[nH]c1=O	9	-0.4	-3	13	-16	5	7	-6	4	-7	2
35	COc1ccc(CCNCC(O)COc2cccc(Br)c2)cc1OC (stereo not given)	6	0.6	12	-3	6	-2	7	-6	-1	27	13
36	Cc1cc(-c2nnc(CCC(=O)N3CCN(Cc4cccc(F)c4)CC3)o2)c(C)o1	-32	-0.4	19	1	-23	-10	-6	-44	2	-11	-14
37	CN1CC[C@@H]2C(=O)N3CCc4ccc(Br)cc4[C@@H]3C[C@@H]21	-11	-0.6	0	5	-1	20	6	1	.	13	3
38	CCOC(=O)c1ccc(Oc2cc(C)nc(Cl)n2)cc1	-7	-0.2	-1	-7	17	14	3	-8	-1	-52	-3
39	O=[N+]([O-])c1cc(-c2cnc3ccccc3n2)ccc1Cl	-45	-1.4	-7	-2	-33	-13	11	-93	-4	-64	-22
40	COc1ccc(N(CC(=O)NCCc2ccccc2)C(=O)CCC(=O)Nc2ccccn2)cc1	2	0.0	-7	2	-2	-13	8	13	-1	-10	12
41	COC(=O)c1ccccc1NC(=O)CSc1nccc(C)n1	2	-1.2	3	-6	-1	5	2	13	2	14	5
42	CC(=O)c1c(C)[nH]c(C(=O)COc2cc(C)ccc2C(C)C)c1C	31	-2.6	31	27	85*	5	-14	9	-1	83	42
43	CC1(C(=O)Nc2cccc3ncccc23)CCN1C(=O)Cc1ccc(-c2ccccc2)cc1 (stereo not given)	16	1.1	.	0	16	2	1	19	.	40	.
44	c1ccc(CNc2nc(-c3cccnc3)cs2)cc1	-123	-1.0	-12	1	-45	3	5	-158	-2	-27	-56

Ordered by count of non-hydrogen atoms (low to high): 8 of the compounds above
No.	molecule	Peg3 prom inh	iPSC survival up	EBV LMP1 NFkB	TRAIL sens C8	NR2E3 ag-1	CF NFkB inh	KKLEB tox	HIF-2a block	NR2E3 ag-2	Shn3 inh set2	TRPM1 prom inh
44	c1ccc(CNc2nc(-c3cccnc3)cs2)cc1	-123	-1.0	-12	1	-45	3	5	-158	-2	-27	-56
37	CN1CC[C@@H]2C(=O)N3CCc4ccc(Br)cc4[C@@H]3C[C@@H]21	-11	-0.6	0	5	-1	20	6	1	.	13	3
41	COC(=O)c1ccccc1NC(=O)CSc1nccc(C)n1	2	-1.2	3	-6	-1	5	2	13	2	14	5
42	CC(=O)c1c(C)[nH]c(C(=O)COc2cc(C)ccc2C(C)C)c1C	31	-2.6	31	27	85*	5	-14	9	-1	83	42
34	CCCCn1c(N)c(N(CC)C(=O)c2ccccc2C)c(=O)[nH]c1=O	9	-0.4	-3	13	-16	5	7	-6	4	-7	2
36	Cc1cc(-c2nnc(CCC(=O)N3CCN(Cc4cccc(F)c4)CC3)o2)c(C)o1	-32	-0.4	19	1	-23	-10	-6	-44	2	-11	-14
43	CC1(C(=O)Nc2cccc3ncccc23)CCN1C(=O)Cc1ccc(-c2ccccc2)cc1 (stereo not given)	16	1.1	.	0	16	2	1	19	.	40	.
40	COc1ccc(N(CC(=O)NCCc2ccccc2)C(=O)CCC(=O)Nc2ccccn2)cc1	2	0.0	-7	2	-2	-13	8	13	-1	-10	12
